S1P4 ag = human S1P4 receptor agonism | 0.35% of 220,000 active | S1P4-expressing cell line, agonist reporter assay | AID 1509 | activation, % at 4.98 µM; in the data active = activation above about 11%;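 also: 0% = DMSO vehicle and 100% = reference agonist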
NPY Y1 blocker = blocks the human neuropeptide Y Y1 receptor; P25929; 1% of 200,000 active; AID 1040; HEK293-CNG Y1 cells, membrane potential fluorescence; NPY at EC95, then isoproterenol; inhibition, % at 3.6 µM;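 active = inhibition above the campaign mean inhibition of all tested compounds plus 3 SD, cut at about 20% in these data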;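 also: 0% = DMSO wells given NPY plus isoproterenol and 100% = isoproterenol alone without NPY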
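Assay system: HEK293 Y1/CNG channel cell line; Doses: single compound dose of 3.6 µM, 0.4% DMSO; Timing: dye 3 h, compound 60 min room temperature, stimulation 45 min; Technique: Membrane-potential fluorescent dye readout; Measure: % inhibition of NPY effect.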
CHOP inhibitor = CHOP inhibition in unfolded protein response. inhibition, % at 10 µM. 3.8% of 220,000 active. CHO-K1 CHOP-promoter luciferase, tunicamycin-induced, 15-18 h. AID 2732;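 active = compounds that reduced the stress-induced luciferase reporter signal by more than about 70% of percent inhibition, limit read from the data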;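 also: 0% = tunicamycin plus vehicle and 100% = wells without tunicamycin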
TRPML3 agonist = human mucolipin-3 channel agonism. Q8TDD5. HEK293 TRPML3-YFP, Fluo-8 calcium fluorescence; 100% = the carbachol control signal. activation, % at 3 µM. 0.29% of 220,000 active;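 active = activation above its plate's cutoff, the mean activation of the plate's test wells plus 3 SD, cut at about 12% in these data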;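 also: 0% = DMSO only wells and 100% = carbachol wells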
Target sequence (Q8TDD5 whole entry, looked up): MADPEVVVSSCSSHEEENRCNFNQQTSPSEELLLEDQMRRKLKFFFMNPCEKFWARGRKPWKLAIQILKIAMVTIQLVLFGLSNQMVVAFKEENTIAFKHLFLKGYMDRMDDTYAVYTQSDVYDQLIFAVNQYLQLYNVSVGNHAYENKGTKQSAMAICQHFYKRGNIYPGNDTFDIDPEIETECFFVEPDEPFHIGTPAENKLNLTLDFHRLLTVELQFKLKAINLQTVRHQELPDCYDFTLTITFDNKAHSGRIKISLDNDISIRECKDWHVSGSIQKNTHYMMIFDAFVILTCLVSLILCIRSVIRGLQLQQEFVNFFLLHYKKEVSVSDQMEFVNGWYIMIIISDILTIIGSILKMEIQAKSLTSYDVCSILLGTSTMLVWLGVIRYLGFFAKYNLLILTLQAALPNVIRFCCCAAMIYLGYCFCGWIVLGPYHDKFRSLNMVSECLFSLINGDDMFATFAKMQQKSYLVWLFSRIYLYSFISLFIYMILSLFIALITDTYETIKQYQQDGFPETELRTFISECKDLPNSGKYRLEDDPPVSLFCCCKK
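Test system: TRPML3-YFP stable HEK293 cells. Doses: single point at 3 µM. Incubation: dye loading 1 h 37 °C then 30 min ambient, 125 s read. Signal: Fluo-8 calcium dye fluorescence, ex 470-495, em 515-575 nm. Measure: percent activation from peak-to-basal fluorescence ratio, scaled between DMSO and carbachol.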
zfTRPN1 agonist = agonists of zebrafish TRPN1 channel | activation, % at 3 µM | HEK293 zebrafish TRPN1-YFP, Fluo-8 calcium fluorescence; 100% = response to 87 µM carbachol | 0.18% of 220,000 active | AID 1424;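 active = activation above its plate's cutoff, the mean activation of test wells on that plate plus 3 SD, cut at about 19% in these data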;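 also: 0% = DMSO alone and 100% = 87 µM carbachol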
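Material: zebrafish TRPN1-YFP in HEK293 cells; Doses: single test compound dose, 3 µM nominal, 0.3% DMSO; Timing: dye loading 1 h at 37 °C, then 30 min room temperature; Technique: intracellular calcium fluorescence with Fluo-8; Benchmarks: high carbachol 87 µM, low DMSO alone.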
EP2 modulator = EP2 receptor (human) modulation; P43116; EP2-expressing cells, cAMP HTRF FRET, PGE2 co-stimulation; induction, % at 25 µM; 0.83% of 260,000 active;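 active = compounds whose cAMP rise, as percent of the full-agonist control response, exceeds 60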;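 also: rat C6 glioma line stably carrying human EP2 under a CMV promoter; the protocol text gives 20 µM as final concentration; 100% = response of wells given 1 µM PGE2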
NPY2 pot ag = potentiates or activates human NPY-Y2 receptor. 0.45% of 220,000 active. cells expressing NPY-Y2, potentiator/agonist read-out. activation, % at 3.6 µM. P49146; in the data active = activation above about 27%;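 also: cells stimulated with NPY near EC25 plus isoproterenol at EC100; 0% = vehicle plus submaximal agonist and 100% = vehicle plus saturating agonist; some results beyond the cut were filed as inactive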
Target sequence (P49146 whole entry, looked up): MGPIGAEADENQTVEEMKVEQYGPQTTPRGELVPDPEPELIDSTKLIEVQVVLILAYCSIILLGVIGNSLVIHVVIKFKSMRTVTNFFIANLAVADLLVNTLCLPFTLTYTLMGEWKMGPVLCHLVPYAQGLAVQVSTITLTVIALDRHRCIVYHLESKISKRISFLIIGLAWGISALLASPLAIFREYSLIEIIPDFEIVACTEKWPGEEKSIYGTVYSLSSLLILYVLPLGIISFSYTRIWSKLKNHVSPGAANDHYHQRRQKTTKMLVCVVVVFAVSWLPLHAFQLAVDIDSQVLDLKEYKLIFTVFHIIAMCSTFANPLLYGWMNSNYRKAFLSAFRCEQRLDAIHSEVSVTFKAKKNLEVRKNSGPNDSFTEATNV
S1P4 antagonist = antagonists of human S1P4 receptor; S1P4-expressing cells, antagonist mode, reporter read-out; inhibition, % at 4.98 µM; O95977; 0.26% of 220,000 active; in the data active = inhibition above about 29%;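 also: 0% = wells stimulated with agonist and 100% = vehicle wells without agonist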
NPY-Y1 PAM-ag = potentiates or activates human NPY-Y1 receptor. P25929. NPY-Y1 expressing cells, potentiator/agonist activation. activation, % at 3.6 µM. 0.37% of 220,000 active; in the data active = activation above about 33%, passing the limit was not always enough;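 also: cells stimulated with NPY at EC10 then isoproterenol at EC100; 0% = low agonist plus stimulus and 100% = saturating agonist plus stimulus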
* = called active by the depositor; / = no result given; & = joins results of further samples.

SMILES	S1P4 ag	NPY Y1 blocker	CHOP inhibitor	TRPML3 agonist	zfTRPN1 agonist	EP2 modulator	NPY2 pot ag	S1P4 antagonist	NPY-Y1 PAM-ag
CCOc1cccc(CNCc2ccc(C(=O)O)cc2)c1	-1.2	2	-18	-0.9	-0.7	-3	-6	5	4
Cc1ccnc2nc(C(=O)Nc3ccc(S(=O)(=O)N4CCCC4)cc3)nn12	0.8	/	4	0.4	1.1	-1	-6	4	-9
CC(=O)Nc1ccc(S(=O)(=O)n2nc(-c3ccc(C)cc3)nc2N)cc1	21*	-4	19	0.1	0.8	-21	15	0	17
CCCCNS(=O)(=O)c1ccc(OC)cc1	1.9	-3	1	-0.1	-0.2	0	-6	-3	15
CC(C)(C)Nc1nc(N2CCCC2)nc(N2CCCC2)n1	-0.5	19	77*	-0.8	-0.7	2&51	11	0	18
Cc1nc2ccc(S(=O)(=O)NC(C(=O)N3CCCC3)C(C)C)cc2s1 (stereo not given)	1.1	5	-3	0.5	-0.2	21	0	-5	-14
Cc1cc(C)n(/N=C/c2ccco2)c(=O)c1C#N	0.7	1	9	0.7	-0.1	9	5	-12	13
CCOc1cc(/C=N\NC(=O)C2C(=O)NCC2c2ccccc2)ccc1OC (stereo not given)	0.4	3	17	1.4	0.7	-12	-5	-10	-5
O=C(OCC(=O)N1CCCC1)c1ccc(OC(F)(F)F)cc1	-0.1	-1	8	-0.3	0.5	-3	-7	2	-15
CCS(=O)(=O)c1ccc2c(c1)N(S(C)(=O)=O)CC(C(=O)NN)O2 (stereo not given)	-1.0	-1	-4	0.7	-0.5	9	3	12	1
Cc1cc2c(cc1C)-c1nnnn1C(C)(C)C2	-3.9	1	35	-0.8	-1.0	4	2	-4	5
Cc1ccc(NC(=O)COC(=O)Cc2csc(-c3cccc(F)c3)n2)cc1C	1.5	11	33	0.5	0.1	-19	-4	-23	-50
CC1(C)CC(=O)N(CC(=O)N2CCN(c3ncccn3)CC2)c2ccccc2S1(=O)=O	-0.7	-2	-27	0.1	1.1	9	17	-2	9
CCOc1cccc(-c2nn3c(-c4ccco4)nnc3s2)c1	0.9	3	20	-0.3	-1.6	60	-12	-17	-9
CCCCc1ccc(N=N/C(C(=O)Nc2cc(OC)c(NC(C)=O)cc2OC)=C(/C)O)cc1	1.1	-1	-2	0.5	-1.4	1	9	-23	-26
Cn1c(=O)[nH]c(=O)c2c1nc(SCCN1CCOCC1)n2Cc1ccccc1	0.1	-3	26	0.8	-0.2	-6	1	3	5
CCOc1cc(C(=O)NCC(C)CN(C)C)cc(OCC)c1OCC (stereo not given)	2.6	0	3	0.2	0.1	-9	-3	-17	7
CCN(CC)C(=S)Nc1ccc2nc3n(c(=O)c2c1)CCCCC3	8.4	-2	-11	-0.3	1.3	-42	-17	1	-9
COc1ccc(C(CC(=O)Nc2nccs2)n2cccc2)cc1 (stereo not given)	0.9	9	-17	0.1	1.3	13	-7	-4	14
CS(=O)(=O)N(CC(=O)NCc1ccco1)c1ccc(Cl)c(C(F)(F)F)c1	1.6	-2	20	1.8	-0.5	0	6	-1	-11
COC(=O)c1cc(COC(=O)c2ccc3ccccc3n2)oc1C	-1.2	2	8	0.6	-0.3	-6	-6	8	7
COC(=O)c1ccc(C(=O)OC)c(NC(=O)/C=C/C(=O)O)c1	2.2	/	3	0.6	0.1	3	-2	4	-4
COc1ccccc1-c1nc(C#N)c(N2CCN(Cc3ccccc3)CC2)o1	-1.1	4	30	-0.8	-1.6	-41	-16	-8	-5
CCN(CC)CCNS(=O)(=O)c1ccc(/C=C/C(=O)O)cc1	0.9	2	10	-0.4	2.6	30	23	3	20
CCn1cc(C2=NC(CCSC)CO2)c2ccccc21 (stereo not given)	-3.4	-2	7	0.0	1.0	-49	-5	-19	4
COc1cc(OC)c(C2C(C#N)=C(C)NC(C)=C2C#N)c(C(=O)O)c1	-0.4	/	-1	1.2	0.4	3	-4	4	14
Cc1ccccc1CN1C(=O)CS/C1=N/N=C/c1ccco1	0.8	/	10	0.2	-0.1	-16	-1	1	15
Clc1ccc(CSCCc2ccncc2)cc1	-0.8	-2	8	-1.0	-1.2	-5	10	-7	3
Cn1c(=O)oc2cc(S(=O)(=O)N3CCC4(CC3)OCCO4)ccc21	-1.2	2	-10	1.6	2.0	-16	6	-3	-1
O=C(Nc1ccc(N2CCN(c3ccc(C(F)(F)F)cn3)CC2)nc1)c1cccs1	2.3	/	-25	0.8	0.2	9	-14	11	14
CCOC(=O)c1c(C)[nH]c(C(=O)C(C)Sc2ccc(Cl)cc2)c1C (stereo not given)	-1.4	84*	63	-0.3	-0.1	-43	-26	2	-32
Cc1ccc([N+](=O)[O-])cc1N=Cc1ccc(Br)s1	-0.5	-5	36	0.2	-0.9	48	5	0	-30
CC(C)CN1CCN(Cc2cc(F)ccc2-n2cccn2)CC1CCO (stereo not given)	0.9	22*	14	1.0	1.1	4	-3	-1	-11
Cc1cccc(C)c1NC(=O)CSc1nnc(C)n1-c1ccccc1	0.6	-2	27	0.2	0.1	6	-1	-13	0
CC(Oc1ccccc1)C(=O)Nc1oc(-c2ccco2)c(-c2ccco2)c1C#N (stereo not given)	1.4	6	35	0.6	-1.0	-30	1	-1	10
COc1cccc2sc(Nc3nc(-c4cc5ccccc5oc4=O)cs3)nc12	0.0	2	-4	1.1	2.4	-9	-8	-19	-14
O=C(CN1CCOCC1)Nc1cccc(Br)c1	2.4	-1	15	0.9	-0.3	7	-6	10	-9
CCCS(=O)(=O)N1CCN(Cc2ccccc2OCC)CC1	0.3	2	27	0.1	0.9	21	1	-10	7
O=C(Nc1cccc(F)c1)c1ccc(CSc2ccccc2)o1	1.0	3	64	1.1	0.3	-66	-19	-28	-29
CCCCOc1ccc(C(C)NC(=O)CCS(=O)(=O)Cc2ccccc2F)cc1 (stereo not given)	0.9	3	71*	1.2	0.6	14	5	-17	-9
COc1ccc(S(=O)(=O)N(C)c2ccc(C(=O)NCC3CCCO3)cc2)cc1 (stereo not given)	-0.4	-2	23	0.7	0.9	-7	-6	3	1
COC(=O)CNC(=O)CN1C(=O)N(c2ccccc2)C(N(O)C(=O)Nc2ccccc2)C1(C)C (stereo not given)	0.4	0	21	0.4	0.1	5	-15	-15	-6
COc1ccc(-n2c(Cn3c(=O)sc4ccccc43)nnc2SC)cc1	0.8	1	43	0.0	1.9	16	4	-9	1
Cc1c(S(=O)(=O)N2CCOCC2)c(=O)n(C)c(=O)n1C	1.2	-2	61	0.8	1.8	11	-4	-16	-2
Cc1cc(C)n2nc(SCCCC(=O)c3ccccc3)nc2n1	-1.0	3	-19	0.0	-0.7	-6	-7	5	-7
CC(C)(/C=N/O)/[N+]([O-])=C/c1ccccc1C(F)(F)F	-1.1	-2	15	0.9	1.7	-1	-1	-2	-17
COc1ccc(OC)c(Cc2nnc(CCC(=O)NC3CCCCCCC3)o2)c1	4.6	0	-24	0.4	0.4	-6	-6	2	10
CCOC(=O)c1cc(C(=O)OCC)cc(-n2cc(O)c(C(=O)OCC)n2)c1	2.0	0	45	1.1	0.0	20	-3	-4	8
CCN(CC)CC(O)COCCC12CC3CC(CC(C3)C1)C2 (stereo not given)	-3.4	15	-16	1.4	0.5	-4	-6	6	-29
O=C(O)c1ccccc1C(=O)NCc1ccccc1	1.8	-2	-9	0.5	0.6	0	1	5	12
Cc1ccc(C(=O)O)c(C(=O)Nc2nc(C)cs2)c1	2.6	-5	-5	-0.2	0.8	28	-8	-5	-29
Cc1ccc(NC(=O)CSc2nc3[nH]ncc3c(=O)[nH]2)cc1	2.6	4	7	0.9	0.6	-19	-11	-9	8
Cc1ccc(C(=O)Cn2nnc3c(sc4nc5c(c(-c6ccccc6)c43)CCC5)c2=O)cc1	0.7	3	3	1.1	-0.9	33	4	-6	4
Fc1ccccc1Cn1nnc2c(NCCc3ccccn3)ncnc21	0.7	3	5	0.1	0.9	12	3	-18	5
CCn1c(C)c(C(C)=O)c(N2CCN(c3ccccc3)CC2)nc1=S	0.2	5	40	1.4	-0.3	-1	-3	-6	2
N/C(=N\OC(=O)Cc1cccs1)c1ccccc1	1.7	-3	29	0.1	-1.0	7	-16	3	-1
CCOc1ccc(NC(=S)N(CCc2c(C)[nH]c3ccc(C)cc23)Cc2ccncc2)cc1	3.5	3	15	-0.3	-1.0	-24	10	-4	-24
O=S(=O)(N1CCCCCC1)N1CCN(S(=O)(=O)N2CCOCC2)CC1	-2.4	-3	-21	0.4	0.8	-12	14	-1	13
Fc1ccc(CN2CCCCCCC2)cc1F	0.0	1	25	1.1	1.9	17	2	6	12
O=C(Nc1cc2c(ccc3ccccc32)oc1=O)C1CCCCC1	2.2	3	3	-1.1	-0.7	-7	-3	-1	-11
Next records
SMILES	S1P4 ag	NPY Y1 blocker	CHOP inhibitor	TRPML3 agonist	zfTRPN1 agonist	EP2 modulator	NPY2 pot ag	S1P4 antagonist	NPY-Y1 PAM-ag
Cc1cc2nc(-c3cccnc3SCC(=O)NC(C)C)[nH]c2cc1C	-1.6	0	14	0.5	0.8	-22	-14	-9	-34
COC(=O)c1ccccc1NC(=O)CN1CCN(C(=O)c2ccco2)CC1	-4.7	3	-2	0.8	0.3	-20	-9	5	-20
COC(=O)Nc1nnc(CCc2ccccc2)s1	-1.8	4	7	1.2	0.1	-8	-9	-4	-5
CCCOc1ccc(CSCCNC(=S)Nc2ccccc2)cc1	6.0	0	67	-0.2	-1.8	0	20	-8	-7
CCCCNS(=O)(=O)c1ccc2nc(SCC(=O)Nc3ccccc3Cl)[nH]c2c1	-3.0	0	46	-0.6	-0.4	11	12	-4	9
COc1ccc(N=C2C(=Nc3ccc(OC)cc3)N(c3ccccc3)C(=S)N2C(=O)c2ccc(Cl)cc2)cc1	-0.1	4	17	1.0	0.2	25	-4	-11	7
Cc1ccc(C(=O)NCCNS(C)(=O)=O)cc1	-0.8	0	-44	-0.2	-0.3	12	-2	-8	-3
COc1ccccc1OCCCn1c(=O)sc2ccccc21	1.2	6	26	-2.0	-2.5	21	-8	-4	-10
O=[N+]([O-])c1ccc2n[nH]nc2c1	0.1	3	21	0.8	-0.8	30	-6	5	-8
CC(=O)c1cn(CC(=O)Nc2ccccc2)c2ccccc12	0.7	-8	/	2.0	5.4	-34	5	-10	12
CCC(C)NC(=O)CSc1nnc(-c2cc(-c3ccc(C)cc3)nc3ccccc23)n1N (stereo not given)	0.0	-2	16	-1.0	0.3	0	-2	-7	-7

Rewritten with values under each structure: entries from further up
The line under a structure holds: S1P4 ag, NPY Y1 blocker, CHOP inhibitor, TRPML3 agonist, zfTRPN1 agonist, EP2 modulator, NPY2 pot ag, S1P4 antagonist, NPY-Y1 PAM-ag
- COc1ccc(N=C2C(=Nc3ccc(OC)cc3)N(c3ccccc3)C(=S)N2C(=O)c2ccc(Cl)cc2)cc1
→ -0.1, 4, 17, 1.0, 0.2, 25, -4, -11, 7
- Cc1ccc(C(=O)NCCNS(C)(=O)=O)cc1
→ -0.8, 0, -44, -0.2, -0.3, 12, -2, -8, -3
- COc1ccccc1OCCCn1c(=O)sc2ccccc21
→ 1.2, 6, 26, -2.0, -2.5, 21, -8, -4, -10
